Screening data deposited in PubChem BioAssay by The Scripps Research Institute Molecular Screening Center.
M1 ag parental – nonselective activator or artifact in parental CHO-K1 cells; Fluo-8 calcium fluorescence; scaled to maximal ATP response, vehicle zero; activation, % at 3 µM; hit rate 0.48% among 360,000; in the data active = activation above about 15%;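 note: untransfected CHO-K1 host cells lacking M1 receptor as counterscreen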
CHRM5 PAM – potentiates acetylcholine response at human M5 receptor; P08912; hit rate 0.3% among 360,000; activation, % at 3 µM; CHO-K1 hM5, Fluo-8 calcium, ACh EC20 PAM; 0% = ACh EC20, 100% = ACh EC100;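 active = activation above the run cutoff, the mean activation of all test compounds plus 3 SD, cut at about 18% in these data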
Target sequence (P08912 whole entry, looked up): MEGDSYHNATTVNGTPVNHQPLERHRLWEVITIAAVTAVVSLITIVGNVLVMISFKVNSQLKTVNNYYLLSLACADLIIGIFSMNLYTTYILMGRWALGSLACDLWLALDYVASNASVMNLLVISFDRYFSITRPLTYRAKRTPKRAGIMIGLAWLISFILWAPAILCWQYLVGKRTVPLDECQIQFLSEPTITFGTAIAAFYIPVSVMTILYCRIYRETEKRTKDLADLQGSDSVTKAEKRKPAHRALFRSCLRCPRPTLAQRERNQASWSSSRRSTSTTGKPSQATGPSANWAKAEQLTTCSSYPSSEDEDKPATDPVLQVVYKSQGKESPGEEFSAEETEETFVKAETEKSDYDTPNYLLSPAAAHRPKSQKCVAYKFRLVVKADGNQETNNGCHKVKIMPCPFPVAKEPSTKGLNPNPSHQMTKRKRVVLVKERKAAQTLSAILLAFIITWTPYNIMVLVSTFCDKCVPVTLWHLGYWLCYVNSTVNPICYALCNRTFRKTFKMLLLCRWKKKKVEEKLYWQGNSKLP
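Assay system: CHO-K1 hM5 cells. Also added: acetylcholine at EC20 concentration, added after compound. Dosing: 3 µM, single dose. Times: compound preincubation 140 s before EC20 acetylcholine addition. Signal: Fluo-8 calcium fluorescence. Measure: % activation relative to EC20 and EC100 ACh responses. Repeats: singlicate, one well per test compound.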
CHRM4 agonist – CHRM4 agonism in calcium assay; activation, % at 3 µM; CHO-K1 hM4/Gqi5, Fluo-8 calcium fluorescence; vehicle 0%, full acetylcholine response 100%; P08173; hit rate 0.14% among 360,000; AID 624127;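 active = activation above the run mean over all test wells plus 3 SD, cut at about 32% in these data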;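 note: peak over basal fluorescence ratio per well then scaled between controls; 0% = DMSO wells and 100% = acetylcholine at EC100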
Target sequence (P08173 whole entry, looked up): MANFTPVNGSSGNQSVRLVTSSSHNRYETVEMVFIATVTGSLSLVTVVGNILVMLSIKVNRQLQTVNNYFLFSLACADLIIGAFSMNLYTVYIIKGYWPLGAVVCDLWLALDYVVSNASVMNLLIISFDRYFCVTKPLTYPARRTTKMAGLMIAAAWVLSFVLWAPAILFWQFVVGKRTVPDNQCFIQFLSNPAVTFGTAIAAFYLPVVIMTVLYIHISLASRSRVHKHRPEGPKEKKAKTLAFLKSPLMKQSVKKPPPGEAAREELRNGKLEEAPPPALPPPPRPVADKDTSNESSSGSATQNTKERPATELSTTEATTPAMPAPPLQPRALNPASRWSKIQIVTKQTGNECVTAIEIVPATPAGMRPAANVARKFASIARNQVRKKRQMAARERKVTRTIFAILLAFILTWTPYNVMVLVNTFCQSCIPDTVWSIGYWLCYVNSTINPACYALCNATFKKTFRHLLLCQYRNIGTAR
CHO-K1 Ca antag – nonselective inhibitor or artifact in parental CHO-K1 cells; AID 602250; inhibition, % at 3 µM; ATP-induced calcium, Fluo-8 fluorescence; hit rate 0.6% among 360,000;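 active = inhibition above a per-plate cutoff, the plate's mean sample inhibition plus 3 SD, cut at about 24% in these data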;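 note: 0% = DMSO plus EC80 ATP and 100% = DMSO alone without ATP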
CHRM4 PAM – CHRM4 positive allosteric modulation; P08173; CHO-K1 hM4/Gqi5, Fluo-8 calcium fluorescence, ACh EC20; 0% = ACh EC20, 100% = maximal ACh; activation, % at 3 µM; hit rate 0.4% among 360,000; AID 624126;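 active = activation above its plate's cutoff, the mean activation of sample wells plus 3 SD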; note: some results filed as inactive read as strong as hits
M4 antag – antagonists of human muscarinic M4 receptor (CHRM4); CHO-hM4 cells, ACh EC80, Fluo-8 calcium fluorescence; P08173; hit rate 0.73% among 360,000; inhibition, % at 3 µM;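 active = inhibition above its plate's cutoff, the mean inhibition of sample wells plus 3 SD, cut at about 27% in these data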;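 note: 0% = acetylcholine EC80 with DMSO and 100% = DMSO without agonist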
M5 ag – agonists of human muscarinic M5 receptor (CHRM5); activation, % at 3 µM; hit rate 0.19% among 360,000; AID 624037; CHO-K1 hM5 cells, Fluo-8 calcium fluorescence; 0% DMSO wells, 100% maximal acetylcholine response; P08912;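 active = activation above the run's mean over test compounds plus 3 SD, cut at about 23% in these data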;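 note: signal is peak over basal fluorescence ratio across the kinetic read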
CHO-K1 Ca PAM – nonselective activator or artifact in parental CHO-K1 calcium assay; ATP EC20, Fluo-8 calcium fluorescence; 0% at ATP EC20, 100% at ATP max; activation, % at 3 µM; hit rate 0.02% among 360,000;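 active = activation above the run cutoff, the mean activation of all test compounds plus 3 SD, cut at about 40% in these data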;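 note: peak over basal fluorescence ratio in a 140 s read after ATP addition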
M5 antag – CHRM5 antagonism in calcium assay. P08912. CHO-hM5 cells, Fluo-8 calcium fluorescence, ACh EC80. hit rate 0.59% among 360,000. inhibition, % at 3 µM;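 active = inhibition above a per-plate cutoff, the mean of that plate's test compounds plus 3 SD, cut at about 27% in these data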;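 note: 0% = acetylcholine EC80 with DMSO and 100% = DMSO without agonist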
* = called active by the depositor.

mol	M1 ag parental	CHRM5 PAM	CHRM4 agonist	CHO-K1 Ca antag	CHRM4 PAM	M4 antag	M5 ag	CHO-K1 Ca PAM	M5 antag
O=C1OC[C@@H]2CCCN2C(=O)[C@@H](CC(=O)N(CCO)Cc2ccccc2)C/C=C\C[C@@H]1Cc1ccc(F)cc1	4.5	-27	23	-9	-6	4	0	-1	21
Cc1cc(NC(=O)c2cc(CC(C)C)on2)n(-c2ccccc2)n1	-0.3	1	0	1	2	6	-3	1	-1
CCOC(=O)CCn1c(=O)c2c(nc(Br)n2Cc2ccccc2)n(C)c1=O	0.1	2	1	5	-5	10	-2	2	2
O=C(c1cc(-c2ccc(Cl)c(Cl)c2)on1)N1CCN(c2ccccc2)CC1	0.5	0	2	-11	6	5	1	3	-5
CCOC(=O)C1=CCN(S(=O)(=O)c2ccc(C)cc2)C1c1cccc(Br)c1 (centres undefined)	-0.4	-9	-2	29*	-8	-11	-3	-9	0
O=C(O)c1ccc(-n2nc(-c3ccccc3)c3ccccc3c2=O)cc1	-0.5	-1	1	12	-1	-14	-2	16	9
CCOC(=O)C1=CCN(S(=O)(=O)c2ccccc2C)C1c1cccc(Br)c1 (centres undefined)	0.4	-13	-1	4	-9	-5	-5	8	11
COc1ccc(OCC(O)CN2CCc3ccccc3C2)cc1 (centres undefined)	0.7	-4	1	-10	-4	10	-4	-8	11
C=CCC1Cc2c(Br)cccc2C(CC=C)N1 (centres undefined)	-0.7	-2	0	-4	-5	1	-8	4	7
O=C(COc1ncnc2cc([N+](=O)[O-])ccc12)NC(=O)NC1CCCCC1	0.0	3	1	-2	4	-1	0	9	5
COc1cc(C(C)=O)ccc1COc1ccc(C(=O)OCC(=O)NC(C)(C)C)cc1OC	5.0	-11	10	-1	-7	-2	4	0	6
CC1=CC(c2ccccc2)n2nc(NC(=O)CCCC(=O)O)nc2N1 (centres undefined)	0.0	-1	0	-8	-4	0	-3	14	10
Cc1cnc(C(=O)Nc2ccc(S(=O)(=O)NCC(C)C)cc2)cn1	0.5	11	1	-12	0	-18	-2	3	-7
CO/N=C/NC(=O)c1c(OC)ccnc1Oc1ccccc1	-0.1	3	2	-4	18	-5	2	-3	-4
C/C=C(/C)C(=O)O[C@@H]1[C@H](OC(=O)C=C(C)C)c2c(ccc3ccc(=O)oc23)OC1(C)C	-0.3	0	1	-13	5	8	-3	2	11
O=C(CN1CCN(c2ccccn2)CC1)NC1CCCC1	-0.1	0	0	-5	-3	11	-2	16	2
CC1(C)c2ssc(=S)c2-c2ccccc2N1C(=O)CSC1=NCCS1	-0.2	-19	-3	-12	-12	3	-17	11	-1
COc1cc(OC)c(/C=N/NC(N)=S)cc1Br	0.3	4	1	-1	6	1	-1	18	1
CC(C)OC(=O)CC1=NC(=O)CS1	0.4	4	1	-3	-5	-2	-5	8	-2
COc1cccc(CN(C)C[C@H]2OCc3cnnn3CCCC(=O)N([C@@H](C)CO)C[C@@H]2C)c1	-0.2	-1	1	-2	1	0	0	-4	6

Further compounds follow:
mol	M1 ag parental	CHRM5 PAM	CHRM4 agonist	CHO-K1 Ca antag	CHRM4 PAM	M4 antag	M5 ag	CHO-K1 Ca PAM	M5 antag
CSCC[C@H](NC(=O)Nc1ccccc1C)C(=O)O	0.0	8	1	-10	5	4	-2	18	5
Cc1c(Cl)cnc(NC(=O)COC(=O)c2cccc(S(=O)(=O)N3CCOCC3)c2)c1Cl	0.7	2	0	-5	0	15	0	13	-2
C/C(=N/NC(=O)c1cc(C(C)C)[nH]n1)c1cccs1	0.5	-7	1	-10	1	-1	-1	11	3
Cc1ccc(S(=O)(=O)CCC(=O)OCC(=O)Nc2cc(S(=O)(=O)N3CCOCC3)ccc2Cl)cc1	9.5	-10	14	-11	-4	-11	2	-2	-4
COc1ccc(-c2nn[nH]n2)cc1OC	-0.2	-1	0	-10	7	-12	-1	11	14
CCN(c1ccccc1)S(=O)(=O)c1cccc(C(=O)NCc2ccccn2)c1	0.5	-4	4	7	0	-12	-3	-5	12
COc1cc2c(cc1NC(=O)COC(=O)[C@@H](NS(=O)(=O)c1ccccc1)C(C)C)oc1ccccc12	0.4	-2	2	-5	0	-2	-2	12	4
CCn1c(SCC(=O)Nc2ccc3c(c2)OCO3)nc2c(c1=O)SC(C)C2 (centres undefined)	0.1	-1	-1	0	-6	0	2	9	-2
CC1CCCCN1C(=O)Cn1nnc(-c2cccnc2)n1 (centres undefined)	0.1	-3	2	-15	-2	-4	3	8	-8
Cc1ccc(C)c(S(=O)(=O)Nc2ccc(O)c3ccccc23)c1	-0.1	-7	1	12	-7	4	-3	-13	6
O=C(NCCCN1CCOCC1)c1ccc(NS(=O)(=O)c2cccc([N+](=O)[O-])c2)cc1	0.4	-6	1	-10	-3	6	-3	-9	20
Cc1ccc(C(=O)C2=C(O)C(=O)N(CCCN(C)C)C23C(=O)N(C)c2ccccc23)o1 (centres undefined)	0.0	2	2	-14	2	1	1	6	3
Cc1ccc(NC(=O)CSc2nccn2Cc2ccco2)cc1	0.1	-5	0	7	3	1	-5	-13	0
O=C(/C=C/c1ccc(Cl)cc1)NC(=S)Nc1ccc(NC(=O)c2ccco2)cc1	0.0	0	1	-3	5	8	0	7	5
O=C(NNC(=O)c1sccc1-n1cccc1)c1ccccc1	0.5	-5	1	9	-3	5	-1	-7	0
Cc1sc2c(c1C)C(=O)NC(c1ccccc1F)N2 (centres undefined)	4.5	-9	12	0	-23	6	5	3	6
CCOC(=O)N1CCN(C2=Nc3cccc4cccc2c34)CC1	0.2	-10	2	10	-18	22	-7	-12	10
O=C(c1nn2cccnc2c1Cl)N1CCN(c2ccccc2)CC1	0.5	1	3	-2	-4	3	0	12	1
COC(=O)c1cc(S(=O)(=O)N2CCOCC2)ccc1Sc1ccccc1N	1.8	6	2	-6	22*	-1	1	16	-8
C=CCc1cccc2cc(C(=O)OCC(=O)c3ccccc3)c(=O)oc12	0.5	-1	1	4	8	8	-4	2	2

Reprinted from the part before: 2 entries; new compounds follow.
mol	M1 ag parental	CHRM5 PAM	CHRM4 agonist	CHO-K1 Ca antag	CHRM4 PAM	M4 antag	M5 ag	CHO-K1 Ca PAM	M5 antag
COC(=O)c1cc(S(=O)(=O)N2CCOCC2)ccc1Sc1ccccc1N	1.8	6	2	-6	22*	-1	1	16	-8
C=CCc1cccc2cc(C(=O)OCC(=O)c3ccccc3)c(=O)oc12	0.5	-1	1	4	8	8	-4	2	2
Cc1ccc2occ(/C=N/NC(=O)c3ccncc3)c(=O)c2c1	0.8	0	2	-2	20*	3	-2	20	10
COc1cc(-c2noc(C)c2C#Cc2nccn2C)cc(OC)c1OC	0.2	7	5	-18	9	-2	-1	29	-1
CCCN1C(=O)N(C)C(N(O)C(=O)NC)C1(C)C (centres undefined)	0.7	-1	2	-10	-1	4	0	14	-4
Oc1ccc2ccccc2c1C=Nc1cc(C(F)(F)F)ccc1N1CCCC1	0.1	9	0	-7	-3	7	-2	0	-1
CN(CC(=O)Nc1ccccc1Cl)C(=O)Cn1cnc2ccc(Cl)cc2c1=O	0.5	4	0	-28	2	-4	7	19	-2
O=C(CCS(=O)(=O)Cc1ccccc1)Nc1nnc(C(F)(F)F)s1	1.1	-1	3	-15	3	-27	-2	24	-2
COc1cccc(-c2cc(C(=O)Nc3nc4ccccc4s3)c3ccccc3n2)c1	0.5	-1	1	-13	-5	3	0	7	-3
Cc1ccc(S(=O)(=O)NNC(=O)c2cccnc2)cc1	1.2	-3	2	2	8	-2	1	6	-1
CC(C)OCC(O)CN (centres undefined)	0.2	-11	0	-1	-2	6	-4	5	-4
Cc1ccc(CN2CCC(C(=O)Nc3cccc(-c4cccc(F)c4)c3)CC2)o1	2.9	0	2	-8	-7	-11	-2	4	0
COc1ccc(Cl)cc1S(=O)(=O)NCc1cccnc1	1.2	2	1	-10	1	0	0	17	-3
COC(=O)Cc1ccc(OC2(C)CCN(Cc3ccc(-c4ccccn4)cc3)C2)cc1 (centres undefined)	0.8	-7	4	5	-13	34*	-2	2	1
Cc1ccc(-c2nnc(NC(=O)C3=COCCO3)o2)c(C)c1	0.5	7	2	-3	17	4	-3	13	0
O=C(CSc1nnc(-c2cccs2)o1)N1CCCc2ccccc21	0.6	3	2	-4	4	-3	-1	12	-1
C/C(N)=C(/C#N)C(=O)CSc1ccc2c(c1)OCCO2	0.9	-3	1	-5	7	-5	-1	13	-2
O=C(Nc1cc(SCC(O)CO)cc([N+](=O)[O-])c1)c1ccc(-n2cnnn2)cc1 (centres undefined)	10	-16	10	11	-7	5	1	10	17
COC(=O)c1cnn(-c2cc(Oc3cccc(C)c3)ncn2)c1N	2.4	3	0	-3	5	17	-2	18	-5
COc1cccc(CNC(=O)[C@@H]2CCCN2C(=O)[C@@H]2CCCN2C(=O)c2cccc(Cl)c2)c1	0.0	-1	3	8	9	-9	1	-10	-5
CCOC(=O)c1cc2c(ccn2C)n1Cc1ccccc1Cl	0.0	4	-2	-2	-9	-8	-3	2	-20
O=C(COC(=O)c1cccnc1)Nc1ccc2c(c1)OCO2	0.3	2	1	-23	4	2	-2	20	1

Carrying on:
mol	M1 ag parental	CHRM5 PAM	CHRM4 agonist	CHO-K1 Ca antag	CHRM4 PAM	M4 antag	M5 ag	CHO-K1 Ca PAM	M5 antag
O=C(Nc1ccncc1)Nc1ccc(Br)cc1Cl	2.1	0	6	14	1	-12	1	-20	-1
Cc1ccc(CNc2ccc(N3C(=O)CCCC3=O)cc2[N+](=O)[O-])cc1	1.0	3	1	4	-2	6	2	5	-12
Cc1ccc(S(=O)(=O)N2CCCCC2)cc1NC(=O)CSc1ccc2c(c1)OCCO2	0.8	-1	3	-1	2	-6	-4	-4	-2
Cc1ccc(C(=O)CSc2nc3cc(S(=O)(=O)N4CCOCC4)ccc3o2)cc1	0.4	19*	1	7	7	-9	0	0	-11
C[C@@H]1CN([C@H](C)CO)C(=O)CCCn2nncc2CO[C@H]1CN(C)S(=O)(=O)c1cccs1	1.2	3	0	-14	-6	2	-1	20	-2
S=C(Nc1cccc(Cl)c1Cl)NC1CCN(Cc2ccccc2)CC1	7.1	5	9	-7	0	9	-1	3	-2
CCCCCNC(=O)c1ccc2c(=O)n(CCCN3CCCC3=O)c(=S)[nH]c2c1	1.1	8	0	-10	-3	-4	1	-10	5
CC(C)(C)OC(=O)N1CCC(c2c(C(=O)NC3CC3)cnn2-c2ccc(Cl)cc2)CC1	-0.6	-5	2	-6	0	7	-4	20	5
COc1cccc(C(=O)Oc2ccc(N3C(=O)CCC3=O)c(C)c2)c1	0.3	4	1	-4	8	-12	1	3	1
Clc1ccccc1Cc1noc(CN2CCN(Cc3ccccn3)CC2)n1	0.8	16	3	-5	5	-5	-3	16	3
CC1=CN2C(=NC(=O)CC2(C)C(=O)N(CC(=O)NC2CCCC2)c2cc(C)cc(C)c2)C=C1 (centres undefined)	0.9	8	2	-20	2	2	-1	18	-1
C=C(C)C1CC=C(C)/C(=N/NC(=O)CNc2ccc(OCC)cc2)C1 (centres undefined)	5.2	-3	1	-11	0	4	-1	-5	6
CC(C)C[C@H]1CNC(=S)N1CC1CCCN1C[C@H](CC(C)C)N1C[C@H](Cc2ccccc2)N(CC2CCCCCC2)C1=S (some centres undefined)	0.6	-3	1	-13	8	-11	2	16	-2
COc1ccc(C(=O)/C=C(/C)N(C)C)cc1	0.2	-1	0	2	1	-7	-2	9	2
CCNc1ccc(C(=O)O)cc1N	-0.1	-8	1	3	0	4	-1	10	19
